PLC-gamma1 inh: PLC-gamma1 enzyme inhibitors, primary screen, biochemical, fluorescence, purified enzyme; 1-phosphatidylinositol 4,5-bisphosphate phosphodiesterase gamma-1 (Homo sapiens), P19174; fluorogenic substrate; inhibition, % at 12.2 µM; 0.84% of 370,000 active; in the data active = inhibition above about 9.5%
PLCb3 inh: human PLC-beta3 inhibitors, primary screen, biochemical, fluorescence. Purified PLC-beta3, fluorogenic substrate. inhibition, % at 12.2 µM. 0.18% of 370,000 active. AID 720704, 2013; in the data active = inhibition above about 11%;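 also: 0% = median of compound wells on plate and 100% = full blocker control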
NR1D1 modulator: modulators of Rev-erb alpha DNA binding, primary screen, biochemical, FITC-DNA, fluorescence polarization, uHTS; Nuclear receptor subfamily 1 group D member 1 (Homo sapiens), P20393; Rev-erbα–FITC-DNA binding, 90 min; activity, % at 10 µM; 0.79% of 370,000 active; AID 1259318, 2017;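 active = activity above about 14%, limit read from the data; passing the limit was not always enough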;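 also: 0% = DMSO wells with 35 nM protein and 100% = DMSO wells with 750 nM protein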
DDE Tn7 FP inh: inhibitors of Tn7 peptide binding to fibrin DD(E), primary screen, biochemical, fluorescence polarization, human fibrin, Tn7 probe; Fibrinogen beta chain (Homo sapiens), P02675; FP displacement of FITC-Tn7 peptide from fibrin DD(E); 0% = median of compound wells per plate; inhibition, % at 8.3 µM; 0.13% of 370,000 active;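 active = inhibition above the mean of compounds falling within the control limits plus 3 SD of them, cut at about 14% in these data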;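 also: 0% = plate median of compound wells and 100% = 10 µM Aha-Tn7 peptide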
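Test system: human clot-derived fibrin DD(E) complex / Quantity: 2 µM final DD(E) protein / Incubation: 10 min plus 3 h, room temperature / Measured by: fluorescence polarization / Benchmarks: high control of 10 µM Aha-Tn7 peptide / Replicates: singlicate testing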
UHRF1 MBD2 ctr: UHRF1 methylated DNA binding inhibitors, primary screen, counter-screen for MBD2 inhibitor project, biochemical, TR-FRET, human UHRF1, single concentration. UHRF1 binding to methylated oligo. inhibition, % at 4.4 µM. E3 ubiquitin-protein ligase UHRF1 (Homo sapiens), Q96T88. 0.75% of 370,000 active; in the data active = inhibition above about 21%;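 also: UHRF1 SRA domain binding a hemimethylated CpG hairpin DNA probe; 0% = median of test compound wells and 100% = reference inhibitor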
Target sequence (Q96T88 whole entry, looked up, the tested form may be a part): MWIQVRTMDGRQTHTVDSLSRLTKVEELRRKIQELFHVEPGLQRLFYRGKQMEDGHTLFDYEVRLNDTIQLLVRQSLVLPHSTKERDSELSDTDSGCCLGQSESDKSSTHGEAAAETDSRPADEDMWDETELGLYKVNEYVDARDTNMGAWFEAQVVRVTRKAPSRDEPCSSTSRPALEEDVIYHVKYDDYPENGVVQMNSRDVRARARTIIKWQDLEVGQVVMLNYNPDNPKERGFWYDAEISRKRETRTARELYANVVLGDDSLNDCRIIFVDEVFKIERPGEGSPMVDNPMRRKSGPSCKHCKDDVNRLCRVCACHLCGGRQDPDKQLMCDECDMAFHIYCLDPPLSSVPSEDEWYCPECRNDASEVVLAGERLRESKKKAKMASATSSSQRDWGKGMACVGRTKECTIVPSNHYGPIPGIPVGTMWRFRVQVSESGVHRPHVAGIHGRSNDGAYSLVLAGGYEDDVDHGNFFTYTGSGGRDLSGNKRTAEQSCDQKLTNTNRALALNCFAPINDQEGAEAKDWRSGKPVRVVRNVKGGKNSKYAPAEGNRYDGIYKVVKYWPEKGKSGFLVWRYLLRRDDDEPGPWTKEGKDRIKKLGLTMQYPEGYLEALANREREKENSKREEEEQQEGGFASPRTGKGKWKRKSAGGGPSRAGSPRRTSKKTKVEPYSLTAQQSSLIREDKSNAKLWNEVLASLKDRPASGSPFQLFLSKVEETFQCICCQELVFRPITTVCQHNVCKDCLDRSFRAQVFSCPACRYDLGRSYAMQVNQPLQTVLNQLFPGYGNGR
ARFGAP1 inh: inhibitors of rat ARFGAP1 GAP activity, primary screen, biochemical, fluorescence polarization, GDP tracer; ADP-ribosylation factor GTPase-activating protein 1 (Rattus norvegicus), Q62848; Arfgap1-stimulated ARF1 GTP hydrolysis, GDP FP detection; inhibition, % at 16.5 µM; 0.26% of 360,000 active;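 active = inhibition above a per-plate limit, mean inhibition of low control wells plus 3 SD, cut at about 25% in these data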;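 also: 0% = DMSO wells with enzyme and 100% = wells lacking Arfgap1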
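Material: rat Arfgap1 GAP domain (His6, aa 1-136), purified enzyme. Also added: human ARF1(Δ1-17)-GTP substrate. Compound dosing: 16.5 µM single point, 1.26% DMSO. Timing: enzyme reaction 120 min at 25 °C after 20 min preincubation. Signal: GDP detection by fluorescence polarization. Read-out basis: percent inhibition of GAP-stimulated GDP formation, scaled between DMSO and no-Arfgap1 medians.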
ASAP1 inh: inhibitors of human ASAP1 ArfGAP activity, primary screen, biochemical, fluorescence polarization; Arf-GAP with SH3 domain, ANK repeat and PH domain-containing protein 1 (Homo sapiens), …; ASAP1-stimulated ARF1 GTP hydrolysis, GDP FP detection; inhibition, % at 16.5 µM; 0.19% of 360,000 active; AID 624377, 2012; in the data active = inhibition above about 25%;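 also: 0% = vehicle with enzyme and substrate and 100% = no enzyme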
HGIII-sPLA2 inh: human group III sPLA2 inhibitors, primary screen, biochemical, QFRET, BODIPY PC-A2 liposome substrate; Group 3 secretory phospholipase A2 (Homo sapiens), Q9NZ20; QFRET BODIPY PC-A2 liposome hydrolysis, fluorescence; inhibition, % at 12.2 µM; 0.56% of 370,000 active; AID 743126, 2013;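 active = inhibition above mean plus 3 SD of compounds lying within the high and low control bounds, cut at about 19% in these data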;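 also: 0% = median of test compound wells and 100% = no enzyme DMSO wells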
KLK7 zymogen act: proKLK7 zymogen activators, primary screen, biochemical, fluorescence intensity | purified proKLK7, EDANS-DABCYL substrate fluorescence; 100% is mature enzyme control, 0% vehicle | Kallikrein-7 (Homo sapiens), P49862 | activation, % at 7 µM | 0.9% of 370,000 active;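 active = activation above the mean of all tested compounds plus 3 SD, computed per campaign excluding outliers beyond control limits, cut at about 13% in these data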
Target sequence (P49862 whole entry, looked up): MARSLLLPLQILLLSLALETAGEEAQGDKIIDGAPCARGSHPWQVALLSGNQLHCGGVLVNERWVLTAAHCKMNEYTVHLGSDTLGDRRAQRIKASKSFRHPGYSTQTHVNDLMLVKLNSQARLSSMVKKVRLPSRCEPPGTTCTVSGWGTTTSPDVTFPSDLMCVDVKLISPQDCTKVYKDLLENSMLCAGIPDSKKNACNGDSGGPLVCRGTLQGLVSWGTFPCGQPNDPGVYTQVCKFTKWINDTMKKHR
DDE Tn6 FP inh: inhibitors of Tn6 peptide binding to fibrin DD(E), primary screen, biochemical, fluorescence polarization, human fibrin, Tn6 probe | Fibrinogen beta chain (Homo sapiens), P02675 | 0.21% of 370,000 active | inhibition, % at 8.3 µM | Fibrin DD(E) TRITC-Tn6 fluorescence polarization displacement;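 active = inhibition above a per-campaign cutoff: mean of compounds within control limits plus 3 SD, cut at about 15% in these data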;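 also: 0% = median of all compound wells on the plate and 100% = blocking peptide control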
* = called active by the depositor; i = inactive; x = not tested or not shown. Compounds as they come; any-hit rate near 4.5%.

SMILES	PLC-gamma1 inh	PLCb3 inh	NR1D1 modulator	DDE Tn7 FP inh	UHRF1 MBD2 ctr	ARFGAP1 inh	ASAP1 inh	HGIII-sPLA2 inh	KLK7 zymogen act	DDE Tn6 FP inh
O=CN1CCN(C(=O)c2ccc([N+](=O)[O-])cc2)CC1	-4	0	1	13	3	-3	-5	10	-0.4	4
O=C1OC(/C=C/c2ccc(Cl)cc2)=NC/1=C/c1ccco1	-7	-4	-5	-8	6	-2	8	-10	0.3	-5
C=CCNC(=S)NNC(=O)c1ccncc1	0	2	-2	-3	-1	12	10	3	-0.3	-2
N#CC1C(=O)Nc2cccnc21 (configuration not stated)	-297	-377	-9	2	3	28*	30*	-9	37*	8
CC(=O)N(C)c1nc(-c2ccc(Cl)cc2)cs1	-1	0	3	5	-2	4	-7	-3	-0.4	2
CCCc1cc(C(=O)OCC(=O)NCCc2ccccc2)sc1C	-2	-5	12	-2	0	10	4	-6	0.3	1
O=C(NCc1ccco1)c1cc(S(=O)(=O)N2CCOCC2)ccc1Cl	7	5	3	0	2	-4	19	7	-0.7	-1
CC(=O)NC1=NN(C(C)=O)C(C)(CS(=O)(=O)c2ccc(C)c(C)c2)S1 (configuration not stated)	1	2	0	4	-1	9	6	2	-0.7	-2
Cc1ccc(CCN2CC(C(=O)NC3CCC(C)CC3)CC2=O)cc1 (configuration not stated)	-1	-1	1	4	0	-7	2	4	-0.1	11
NC(=O)NCCC1=CCCCC1	2	5	6	7	-2	-13	3	4	0.4	8
Cc1cc2nc(C3CCN(CC4COc5ccccc5O4)CC3)[nH]c2cc1C (configuration not stated)	-6	-9	1	-1	2	2	2	-28	0.3	6
COCCCn1c(=N)c(C(=O)NC2CCCCC2)cc2c(=O)n3ccccc3nc21	i	i	-1	9	-4	12	-20	1	150*	4

Another view of part of the listing above.
smiles,PLC-gamma1 inh,PLCb3 inh,NR1D1 modulator,DDE Tn7 FP inh,UHRF1 MBD2 ctr,ARFGAP1 inh,ASAP1 inh,HGIII-sPLA2 inh,KLK7 zymogen act,DDE Tn6 FP inh
C=CCNC(=S)NNC(=O)c1ccncc1,0,2,-2,-3,-1,12,10,3,-0.3,-2
N#CC1C(=O)Nc2cccnc21 (configuration not stated),-297,-377,-9,2,3,28*,30*,-9,37*,8
CC(=O)N(C)c1nc(-c2ccc(Cl)cc2)cs1,-1,0,3,5,-2,4,-7,-3,-0.4,2
CCCc1cc(C(=O)OCC(=O)NCCc2ccccc2)sc1C,-2,-5,12,-2,0,10,4,-6,0.3,1

(cont.)
SMILES	PLC-gamma1 inh	PLCb3 inh	NR1D1 modulator	DDE Tn7 FP inh	UHRF1 MBD2 ctr	ARFGAP1 inh	ASAP1 inh	HGIII-sPLA2 inh	KLK7 zymogen act	DDE Tn6 FP inh
COCCn1c(C)cc(/C=N/NC(=O)c2cccnc2)c1C	-10	-8	1	0	-5	5	1	-5	0.0	-5
COc1ccc(-c2cc(C(=O)N3CCN(c4ccccc4)CC3)no2)cc1	-3	-7	-6	0	2	6	6	2	-0.6	0
O=C(NCc1ccccc1)c1ccc(COCC(F)(F)F)o1	6	7	x	-10	5	-1	-2	-2	0.6	-8
COc1ccc([N+](=O)[O-])cc1N(CC(=O)N1CCCCC1)S(C)(=O)=O	0	2	3	-3	-1	10	12	5	-0.8	3
O=S(=O)(Cc1ccccc1Cl)N1CCCC1	-2	1	2	4	-1	3	10	3	-0.4	6
CSc1nnc(-c2cc3c(s2)-c2ccccc2CC3)o1	i	i	-7	-4	-2	-2	13	-18	-152	10
Cc1cc(C(=O)COC(=O)c2nc3nccc(C)n3n2)c(C)n1CC1CCCO1 (configuration not stated)	3	-2	-1	3	0	12	13	4	0.0	0
COc1cc(Cl)c(C)cc1NC(=O)COc1cc(C)nc(C(C)C)n1	0	1	0	3	-2	16	-6	-4	0.6	2
Cc1cc(C)n2c(SCC(O)=C(C#N)c3nc4ccccc4[nH]3)nnc2n1	-30	-43	-15	4	0	-4	1	2	0.0	-5
COc1ccccc1N1CCN(S(=O)(=O)c2cnc[nH]2)CC1	2	1	-6	-3	-1	-5	-5	-14	-0.1	2
CC(=O)Oc1ccc2cc(-c3ccccc3)c(=O)oc2c1	i	i	-15	-2	1	3	4	-5	216*	-11
COc1ccc(CCN(C)CCC(=O)Nc2cc(C)ccc2C)cc1OC	0	0	4	3	0	-4	-9	6	-0.2	-2
COc1ccc(/C=N/n2c(C)nc3sc(C)c(C)c3c2=O)cc1OC	-4	-2	-5	0	0	3	-9	-1	-0.1	-5
CN(CC(=O)Nc1cccc(F)c1)C(=O)c1cccc2ccccc12	1	-1	0	-1	2	-8	7	-15	0.5	4
O=[N+]([O-])c1cccc(CSc2nnc3ccccn23)c1	5	0	0	1	2	1	1	4	0.1	9
Cc1ccc(Cn2nc(-c3ccccc3)nc2-c2ccccc2)cc1	0	4	-2	3	-2	-8	-5	-10	-0.5	3
Cc1ccc(C(=O)N2N=C(c3ccc(Br)cc3)CC2c2ccccc2O)cc1 (configuration not stated)	3	-6	3	1	-2	-3	1	-15	-3.2	4
Cc1ccc(OC(=O)CN2C(=O)c3ccccc3C2=O)cc1C	5	-4	-1	-1	4	-4	4	-3	0.1	-1
COc1ccc(C)cc1NC(=O)CSc1nc2scc(C)c2c(=O)[nH]1	3	-4	2	4	3	-6	-12	-19	-0.2	-5
COc1ccc(C(=O)NC(=S)Nc2ccccc2N2CCOCC2)cc1Br	1	2	-2	6	-1	4	9	1	-0.3	-5
Cc1cc2c(cc1C)/C(=C\C(N)=O)NC(C)(C)C2	-5	-6	-2	1	-1	-13	2	4	0.9	1
COc1cc(CN2CCCC(CO)(Cc3ccccc3F)C2)ccc1O (configuration not stated)	5	2	-5	6	-2	-10	-10	-11	0.2	-2
Cc1ccc(S(=O)(=O)NC(C)C(c2cccs2)N2CCOCC2)cc1 (configuration not stated)	2	-5	-2	-4	39*	-1	3	2	0.2	0
O=C(Nc1cccnc1)c1coc(=O)c2ccccc12	-19	-34	-5	-3	1	4	1	4	460*	-5

Taken from above:
O=S(=O)(Cc1ccccc1Cl)N1CCCC1 – PLC-gamma1 inh = -2
COc1cc(CN2CCCC(CO)(Cc3ccccc3F)C2)ccc1O (configuration not stated) – KLK7 zymogen act = 0.2
Cc1ccc(C(=O)N2N=C(c3ccc(Br)cc3)CC2c2ccccc2O)cc1 (configuration not stated) – ARFGAP1 inh = -3
COc1ccc(-c2cc(C(=O)N3CCN(c4ccccc4)CC3)no2)cc1 – PLC-gamma1 inh = -3

4 of these compounds, set out differently:
| compound | PLC-gamma1 inh | PLCb3 inh | NR1D1 modulator | DDE Tn7 FP inh | UHRF1 MBD2 ctr | ARFGAP1 inh | ASAP1 inh | HGIII-sPLA2 inh | KLK7 zymogen act | DDE Tn6 FP inh |
| --- | --- | --- | --- | --- | --- | --- | --- | --- | --- | --- |
| CN(CC(=O)Nc1cccc(F)c1)C(=O)c1cccc2ccccc12 | 1 | -1 | 0 | -1 | 2 | -8 | 7 | -15 | 0.5 | 4 |
| O=[N+]([O-])c1cccc(CSc2nnc3ccccn23)c1 | 5 | 0 | 0 | 1 | 2 | 1 | 1 | 4 | 0.1 | 9 |
| Cc1ccc(Cn2nc(-c3ccccc3)nc2-c2ccccc2)cc1 | 0 | 4 | -2 | 3 | -2 | -8 | -5 | -10 | -0.5 | 3 |
| Cc1ccc(C(=O)N2N=C(c3ccc(Br)cc3)CC2c2ccccc2O)cc1 (configuration not stated) | 3 | -6 | 3 | 1 | -2 | -3 | 1 | -15 | -3.2 | 4 |

(more compounds)
SMILES	PLC-gamma1 inh	PLCb3 inh	NR1D1 modulator	DDE Tn7 FP inh	UHRF1 MBD2 ctr	ARFGAP1 inh	ASAP1 inh	HGIII-sPLA2 inh	KLK7 zymogen act	DDE Tn6 FP inh
CNC[C@H]1Oc2ccc(NC(=O)Cc3cn(C)c4ccccc34)cc2CC(=O)N([C@@H](C)CO)C[C@H]1C	-2	-5	4	0	14	1	-3	-23	-0.4	-3
COc1ccc(C(O)c2nc(-c3cccc(CO)c3)cs2)cc1 (configuration not stated)	-1	-8	11	-3	-1	13	8	-5	-0.4	-2
COC(=O)[C@]12CCCCC=C1N(CCC1=CCCCC1)C(=O)[C@H](CC(=O)NCCCCc1ccccc1)C2	1	0	-2	-1	4	1	-4	-8	0.9	-11
CCCCCn1c(=O)[nH]c2cc(C(=O)N3CCN(C(=O)OCC)CC3)ccc2c1=O	-4	-8	1	-1	0	25*	-6	-5	-1.4	2
COc1ccc(OC)c(C2C(C(=O)c3cccs3)=C(O)C(=O)N2CCN(C)C)c1 (configuration not stated)	-5	-2	4	-7	-4	-1	12	-4	0.7	-8
Cc1cc(C(F)F)n2nc(C(=O)NCc3ccccc3F)nc2n1	0	3	4	-2	-1	1	-12	0	-0.3	0
Cc1nn(C)cc1CNC(=O)c1cc2n(n1)C(C(F)(F)F)CC(c1cccs1)N2 (configuration not stated)	0	-3	-3	0	-2	4	-2	2	0.4	0
CCCCn1c(N)c(N(CCC(C)C)C(=O)c2ccc3c(c2)OCO3)c(=O)[nH]c1=O	-2	-11	0	7	2	1	-10	8	0.1	-1
C[C@H]([C@@H](N)C(=O)N[C@@H](C(=O)O)[C@@H]1O[C@H](n2ccc(=O)[nH]c2=O)[C@@H](O)[C@H]1O)[C@@H](O)c1ccc(O)cn1	-3	-6	6	-3	0	1	4	1	0.6	5
CCc1nnc(NC(=O)c2cc(C)oc2C)s1	1	-3	3	3	-3	-6	-1	0	0.4	2
CCCCC(=O)Nc1ccc2oc(-c3cccnc3)nc2c1	i	i	-7	4	-3	12	-4	6	6.3	8
O=Cc1cn(CC(=O)Nc2ccc3c(c2)OCO3)c2ccccc12	-3	-1	-1	0	35*	12	-5	-2	-0.3	6

Bioassay records deposited in PubChem BioAssay by several laboratories.
